SK-BR-3 tox 24h: SK-BR-3 proliferation inhibitors, primary screen, cell-based, human, 24 h; SK-BR-3 viability, CellTiter-Glo ATP luminescence; stronger effect = lower value; viability, % at 10 µM; 41,000 compounds, 0.47% hits;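 active means viability at or below the median of all test compounds minus 3 SD, in both replicates if run twice, cut at about 45% in these data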;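 further: 100% = median untreated cell wells and 0% = median positive control drug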
Starred values were filed as active, the others as inactive. These rows are one share of the data, so the mix of outcomes need not match the whole.

Molecule	SK-BR-3 tox 24h
CC(C)(C)NC(=O)NC(=O)COC(=O)C1CC(=O)N(Cc2ccccc2)C1 (stereo unspecified)	90
CCOC(=O)C1CCN(c2c(NCc3ccc(C(=O)NC(C)CC)cc3)c(=O)c2=O)CC1 (stereo unspecified)	92
Cc1onc(-c2ccccc2Cl)c1C(=O)Nc1ccc(F)c(F)c1	81
Nc1c(C(=O)NC2CCCC2)c2nc3ccccc3nc2n1/N=C/c1cccnc1	89
O=C(CC(C(=O)O)N1CCOCC1)Nc1ccc(Cl)cc1 (stereo unspecified)	84
COc1ccc(NC(=O)Nc2nnc(C(C)C)s2)cc1	76
Cn1c(C(=O)N(Cc2ccccc2)Cc2cccs2)cc2sccc21	89
CCCC(=O)Nc1ccc(NC(=O)c2cccc(OC)c2)nc1	90
COc1ccc(NC(=O)CN2CCN(c3ccc(Cl)cc3)CC2)c(OC)c1	111
COc1ccc(N2CCN(C(=O)CSc3nc4c(c(=O)n(C)c(=O)n4C)n3C(C)C)CC2)cc1	75
O=C(c1noc2c1CCCC2)N1CCCCC1	82
Cn1c(SCC(=O)N2CCCc3ccccc32)nnc1-c1cccs1	92
O=C1C(=O)N(CCO)C(c2cccc(F)c2)/C1=C(\O)c1ccc(Cl)cc1 (stereo unspecified)	92
CCc1nc2scc(-c3ccccc3)c2c(=O)n1N	101
O=C(O)CC1SC(=O)N(Cc2ccccc2)C1=O (stereo unspecified)	108
CCCCC(=O)Nc1ccc(C(=O)N2CCN(C)CC2)cc1	93
O=C(CSCC(=O)N1CCOCC1)Nc1ccccc1	92
CCOC(=O)C1CCN(S(=O)(=O)c2ccc(Br)c(OCC)c2)CC1	79
CC1(C)Cn2c(nnc2-c2ccccc2)S1	90
Oc1c(Cl)cc(Cl)c2c1NCCC2	97
CCSc1nc(C)c(CC)c(C)c1C(N)=O	94
CCn1c(SCC(=O)Nc2nc3ccc(OC)cc3s2)nc2c1c(=O)n(C)c(=O)n2C	67
Cc1ccc(NC(=O)COC(=O)c2ccnn2C)cc1	99
CCCNS(=O)(=O)c1ccc(CCC(=O)Nc2ccc3c(c2)OCO3)cc1	87
CCN1CCN(c2nc3c(c(=O)[nH]c(=O)n3C)n2CCCSc2ncccn2)CC1	89

(next part)
Molecule	SK-BR-3 tox 24h
COc1ccc(CNc2nc3c(c(=O)n(Cc4ccc(Br)cc4)c(=O)n3C)n2C)cc1	45
Cc1ccccc1N1C(=O)CC(N2CCC(C(N)=O)CC2)C1=O (stereo unspecified)	95
Cc1cc(C)n(-c2nc3ccccc3nc2N2CCN(S(=O)(=O)c3ccc(F)c(C)c3)CC2)n1	91
CCCCSc1nnc(CCCCCNC(=O)OC(C)(C)C)o1	85
CCn1c(C(C)NC(=O)Cc2ccccc2)nc2ccccc21 (stereo unspecified)	89
COCCNC(=O)C(c1cccc(OC)c1)N(C(=O)Cn1nnc2ccccc21)c1cccnc1 (stereo unspecified)	88
COc1ccccc1-c1nnc2sc(COc3ccc(F)cc3)nn12	93
COc1cccc(C2NC(=O)NC(C)=C2C(=O)Nc2cccc(C)c2C)c1 (stereo unspecified)	95
Cc1ccc(C(=O)C2C(c3cccs3)NC(=O)NC2(O)C(F)(F)F)cc1 (stereo unspecified)	90
CCCCCCNC(=O)C(C#N)c1nc2ccccc2nc1N1CCCC1 (stereo unspecified)	72
CCC(=O)Nc1cccc(NC(=O)c2cc3ccccc3o2)c1	79
c1ccc(C2C3=C(Nc4ncnn42)c2ccccc2CCC3)cc1 (stereo unspecified)	95
O=C(Nc1ccccn1)C(NS(=O)(=O)c1cccc2nsnc12)c1ccccc1 (stereo unspecified)	85
CCCOc1ccccc1-c1nc(SCCC(=O)O)n[nH]1	79
CC(C)OCCCNc1ncnc2c1[nH]c1ccccc12	91
Cc1ccc(-c2noc(CCC(=O)Nc3cccc(C#N)c3)n2)cc1	99
Oc1ccc(C=Nc2ccc3ncccc3c2)c(O)c1	93
Cc1ccc(CN2C(=O)C(C)(C)Oc3ccc(C(=O)N4CCCCC4)cc32)cc1	70
CCC(C)NC(=O)CN(c1cc(C)ccc1OC)S(C)(=O)=O (stereo unspecified)	93
COC(=O)C1C(c2ccccc2)C(C(=O)N2CCOCC2)C1c1ccccc1 (stereo unspecified)	96
CCN(CC)c1ccc2cc(NC(=O)CCC(=O)O)c(=O)oc2c1	43*
CCN(CC)S(=O)(=O)c1cc(C(=O)OC)ccc1Cl	76
CCCCCSc1nnc(C)c(=O)[nH]1	99
CCCn1c(=O)c(-c2ccccc2)c(O)c2ccccc21	81
Cc1cccc(C)c1OCC(=O)Nc1ncn[nH]1	109

Compounds above that contain a Cl atom:
Molecule	SK-BR-3 tox 24h
Cc1onc(-c2ccccc2Cl)c1C(=O)Nc1ccc(F)c(F)c1	81
O=C(CC(C(=O)O)N1CCOCC1)Nc1ccc(Cl)cc1 (stereo unspecified)	84
COc1ccc(NC(=O)CN2CCN(c3ccc(Cl)cc3)CC2)c(OC)c1	111
O=C1C(=O)N(CCO)C(c2cccc(F)c2)/C1=C(\O)c1ccc(Cl)cc1 (stereo unspecified)	92
Oc1c(Cl)cc(Cl)c2c1NCCC2	97
CCN(CC)S(=O)(=O)c1cc(C(=O)OC)ccc1Cl	76

Of the compounds above, these have an NH in an aromatic ring.
Molecule	SK-BR-3 tox 24h
CCN1CCN(c2nc3c(c(=O)[nH]c(=O)n3C)n2CCCSc2ncccn2)CC1	89
CCCOc1ccccc1-c1nc(SCCC(=O)O)n[nH]1	79
CC(C)OCCCNc1ncnc2c1[nH]c1ccccc12	91
CCCCCSc1nnc(C)c(=O)[nH]1	99
Cc1cccc(C)c1OCC(=O)Nc1ncn[nH]1	109

The list goes on.
Molecule	SK-BR-3 tox 24h
CCCC(=O)Nc1cccn(Cc2ccccc2Br)c1=O	70
O=C(CS(=O)CC(=O)Nc1ccc(Cl)cc1)NCC1OCCc2ccccc21 (stereo unspecified)	79
Nc1ncnc2c1ncn2CCN1CCCCC1	76
CCOC(=O)CC(=O)CSc1nc(C)cc(-c2cccnc2)c1C#N	87
Clc1cccc(CSc2nnc(-c3cccnc3)n2Cc2ccco2)c1	79
Nc1ccccc1SCc1cn2ccccc2n1	73
CCOC(=O)c1cccc(NC(=O)N[C@@H](C)C(=O)OC)c1	89
COc1ccc2c(c1)c(C(=O)CN1CCC3(CC1)OCCO3)c(C)n2C	88
COC(=O)CCS(=O)(=O)c1cc(Cl)ccc1Cl	83
Cc1cc(C)c2oc(=O)cc(CN3CCOCC3)c2c1	94
COc1cc2[nH]c3c(N4CCN(c5ccc(Cl)cc5)CC4)ncnc3c2cc1OC	106
Cc1cccc(C)c1NC(=O)COC(=O)c1nonc1N	85
Cc1ccc2c(C)nc(NC3=NCN(C(C)C)CN3)nc2c1	117
CC(=O)Nc1ccc(OC/C=C(\C)Cl)cc1	95
Cn1c(CCN2CCCCC2)nc2cc(NC(=O)C3CCCCC3)ccc21	81
CC(NC(=O)Nc1cccnc1)(C(F)(F)F)C(F)(F)F	126
NC(=O)Cn1c(=O)n(CCCC(=O)NC2CCN(Cc3ccccc3)CC2)c(=O)c2ccccc21	101
COC(=O)CSc1nnc(CNC(=O)c2ccco2)n1-c1ccc(F)cc1	103
O=C(CSc1nnnn1-c1ccc2c(c1)OCCO2)c1cccc2c1OCCO2	140
CC(=O)c1c(C)[nH]c(C(=O)OCc2nnc(-c3ccccc3)o2)c1C	79
O=C1CCC(=O)N1CNc1ccc(Oc2ccccc2)cc1	88
CCOC(=O)Nc1ccc(Oc2ccccc2)cc1	86
COC(=O)C1=C(C)N(c2cccc3ccccc23)C(=O)C1	86
COc1ccc(NC(=O)C(C)NS(=O)(=O)c2ccccc2)cc1Cl (stereo unspecified)	84
O=S(=O)(Nc1ccc2c(c1)nc1n2CCOC1)c1ccc(Cl)cc1	84

(next part)
Molecule	SK-BR-3 tox 24h
CC1CCc2sc3ncnc(N4CCOCC4)c3c2C1 (stereo unspecified)	71
C#CCN(C#N)c1nc(NCC)nc(NC(C)C)n1	101
O=C(O)CCN1CCc2ccccc21	130
Cc1ccc(S(=O)(=O)c2nc(S(C)(=O)=O)sc2N(C)C)cc1	94
S=c1[nH]nc(-c2ccccc2)n1CC1CCCO1 (stereo unspecified)	108
CCOC(=O)c1ccccc1NC(=O)c1ccc(N(C)S(C)(=O)=O)cc1	66
CCN(CC)C(=O)N1CCN(C(=O)c2ccc(C)cn2)CC1	102
CC1Oc2ccccc2N(CC(=O)Nc2ccc3c(c2)OCCO3)C1=O (stereo unspecified)	83
COc1ccc(OC)c(NC(=O)c2ccc(S(=O)(=O)N3CCN(C)CC3)cc2)c1	79
CS(=O)(=O)N(CCc1ccccc1)CC(N)=O	93
CCCCOC(=O)Cn1c(=O)c2c(nc3n2CCCCN3c2ccc(C)cc2)n(C)c1=O	77
CCOC(=O)c1c(CN2CCCCC2C)oc2ccc(OC)cc12 (stereo unspecified)	80
CCc1c(C)sc(NC(=O)OC)c1C(=O)N1CCCCC1	82
Cc1ccnc(N2C(=O)OC(C)(C)C2(C)O)c1 (stereo unspecified)	62
CCN1C(=O)c2n[nH]c(C(=O)OC)c2C1=O	123
CCCc1ccc(OCc2nc(-c3ccc(NC(=O)c4ccco4)cc3)no2)cc1	94
CCCCNc1nc2ccccc2nc1NS(=O)(=O)c1cccs1	100
COc1ccc(-c2noc(-c3ccccc3C(=O)Nc3cccnc3)n2)cc1OC	93
CCCC(=O)Nc1cccc(-c2nc3ccccc3o2)c1	82
Cc1cc(C(=O)Nc2nnc(-c3ccccc3)s2)no1	83
CC(=O)C1=C(O)C(=O)N(c2cc(C(C)(C)C)on2)C1c1ccc(C(C)C)cc1 (stereo unspecified)	102
Cc1cccc(NC(=O)C2CC(O)CN2C(=O)OCc2ccccc2)c1 (stereo unspecified)	84
CCCSc1nc2c(c(=O)n(C)c(=O)n2C)n1Cc1ccc(C)cc1	100
O=C(CCCOc1ccccc1)N1CCN(C(=O)c2ccco2)CC1	80
COc1ccc(S(=O)(=O)N2CCC(O)(c3ccc(Cl)cc3)CC2)cc1	81

The list goes on.
Molecule	SK-BR-3 tox 24h
CCCCn1c(-c2ccc(Cl)cc2)nc2c(=O)n(C)c(=O)[nH]c21	110
CCc1cc(C(=O)OC)c(NC(=O)CCCC(=O)O)s1	75
O=C(Nc1cnccn1)c1cccnc1	69
CCOC(=O)COc1ccc2c(c1)c(C(=O)OCC)c(C)n2CC	103
CSC1=NCCN1C(=O)c1cccc(C(F)(F)F)c1	96
COc1cccc(CNS(=O)(=O)c2cn(C)cn2)c1	89
N#Cc1c(-c2ccccc2)nc(SCc2nc(N)nc(N3CCCCC3)n2)[nH]c1=O	105
CCCS(=O)(=O)N1CCN(C(=O)c2cccnc2)CC1	96
Brc1ccccc1OCCCN1CCOCC1	100
N#Cc1nc(COc2ccccc2)oc1N1CCCC1	79
CCC(=O)NC1(C(F)(F)F)C(=O)Nc2c1c(=O)n(C)c(=O)n2C (stereo unspecified)	86
COCCn1cc(C(=O)c2ccccc2OCC(=O)Nc2cc(C)on2)cc(C#N)c1=O	89
Cc1cccc2c1nc(-c1ccccc1)n1cnnc21	115
O=c1nc(N2CCCC2)nc(Nc2ccccc2)[nH]1	72
O=C(CSc1nc2cc(Cl)ccc2o1)N1CCOCC1	101
CCOC(=O)c1ccc(NC(=O)CSc2nnc(-c3cccs3)n2CC)cc1	90
CCOCCOC(=O)C1=C(C)N(C)C(=O)NC1c1cc(Cl)c(O)c(OC)c1 (stereo unspecified)	67
CCSc1nnc(NC(NC(=O)c2ccco2)(C(F)(F)F)C(F)(F)F)s1	101
O=c1oc2c3c4c(cc2c(C(F)(F)F)c1CCN1CCOCC1)CCCN4CCC3	82
CC1(C)CC(=O)c2cc(C(=O)NCc3ccco3)c(=O)n(-c3ccccc3)c2C1	90
Nc1nonc1OCCc1ccccc1	81
CCn1c(SCC(=O)NCc2ccco2)nc2c1c(=O)n(C)c(=O)n2C	42*
NC(=O)c1ccccc1NS(=O)(=O)Cc1ccc(Cl)cc1	93
Cc1ccc(-n2[nH]c(C)c(C=Nc3cc(C)ccn3)c2=O)cc1	88
O=C(Nc1ccc(SC(F)F)cc1)c1ccc2nccnc2c1	75

(next part)
Molecule	SK-BR-3 tox 24h
CCOc1ccc(CCNC(=O)CN(C)S(=O)(=O)c2cccc3nsnc23)cc1OCC	67
Cc1ccccc1OCC(O)Cn1c(SC(C)C)nc2c1c(=O)[nH]c(=O)n2C (stereo unspecified)	94
CCn1cc(C(=O)NCC(=O)OC)c2cc(OC)c(OC)cc2c1=O	60
COCCOC(=O)c1c(C)oc2ccc(O)c(CN3CCC(C)CC3)c12	74
O=C1c2cccnc2C(=O)N1c1cccc(-c2nc3ccccc3o2)c1	58
O=C(CS(=O)(=O)c1ccccc1)c1ccc2c(c1)OCCO2	103
CCc1c(C)c2cc(Cl)c(O)c(CN3CCCCC3)c2oc1=O	108
CCOC(=O)C(C)Sc1nnc(-c2ccccc2O)n1Cc1ccccc1 (stereo unspecified)	83
Clc1ccc(OCCn2ccnc2)c(Cl)c1	99
O=c1cc(CN2CCN(CCO)CC2)c2cc3c(cc2o1)CCC3	62
O=C(CC1CCS(=O)(=O)C1)NC1CCCCC1 (stereo unspecified)	93
COC(=O)NC(Nc1sc2c(c1C(N)=O)CCCC2)(C(=O)OC)C(F)(F)F (stereo unspecified)	89
COc1cccc(N(CC(=O)Nc2cccc(C(C)=O)c2)S(C)(=O)=O)c1	89
CCCCOc1ccccc1NC(=O)C=C(C)C	93
CNC(=O)c1c(N)sc2c1CCCCC2	104

Screening results as filed in PubChem.
